EPAC1 agonist: qHTS for Agonist of cAMP-regulated guanine nucleotide exchange factor 3 (EPAC1): primary screen | Rap guanine nucleotide exchange factor 3 (Homo sapiens), O95398 | EPAC1 agonist qHTS, biochemical assay; response scale: 100% = response to 6.5 mM cAMP | AID 720707, 2013 | 360,000 tested, 0.073% active | Potency, µM (doses to about 154 µM), for the others: at the top dose activation, actives largely listed as activators; further: potency means the concentration at half of the fitted maximal effect; nearly all actives have a fitted effect of over 60% in size
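Multi-concentration qHTS readout: loss of Rap1B-bound BODIPY-GDP fluorescence driven by 100 nM EPAC1 with excess GDP (50 uM), monitored kinetically at room temperature; agonist response expressed relative to 6.5 mM cAMP.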
PLK1 PBD block: qHTS for Inhibitors of PLK1-PDB (polo-like kinase 1 - polo-box domain): Primary Screen | Serine/threonine-protein kinase PLK1 (Homo sapiens), P53350 | Plk1 PBD binding of FITC phosphopeptide, fluorescence polarization | 360,000 tested, 2.8% active | Potency, µM, for inactives: max response, negative = inhibition, most hits filed as inhibitors | AID 720504, 2013; further: potency means the concentration at half of the fitted maximal effect; series mostly up to about 57 µM; on the % scale 0 is the no-effect control and ±100 the full control effect; nearly all actives have a fitted effect of over 65% in size
EPAC1 antag: qHTS for Antagonist of cAMP-regulated guanine nucleotide exchange factor 3 (EPAC1): primary screen; Rap guanine nucleotide exchange factor 3 (Homo sapiens), O95398; EPAC1 GEF assay, Rap1b-BODIPY-GDP exchange fluorescence; Potency, µM (series often up to 115 µM), inactives show top-dose activity change, negative = inhibition, hits mostly inhibitors; 360,000 tested, 0.14% active; AID 720709, 2013;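 further: potency means the concentration at half of the fitted maximal effect; plate controls were vehicle for no effect and positive control for full effect; nearly all actives have a fitted effect of over 50% in size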
IL2 activator: qHTS of IL-2 Activators. IL-2 activation reporter assay, cell-based qHTS; stimulated with anti-CD3/CD4/CD28 beads; in transgenic mouse T cells. activation, % (series mostly up to about 46 µM). 360,000 tested, 0.065% active; in the data active means activation above about 50%; inconclusive means mostly about 30% to 49%; further: 0% is about no effect
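Using fluorescent plate cytometry, EGFP and DsRed are detected in transgenic mouse T cells stimulated 18 h at 37 degrees C with antibody-coated beads after 60 min compound pretreatment.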
WRN helicase inh: qHTS for Inhibitors of WRN Helicase | Bifunctional 3'-5' exonuclease/ATP-dependent helicase WRN (Homo sapiens), Q14191 | WRN helicase unwinding, fluorescent forked duplex, kinetic | Potency, µM (doses to about 114 µM), for the others: at the top dose activity change, negative = inhibition, hits mostly inhibitors | 360,000 tested, 0.46% active | AID 651768, 2012; further: potency means the concentration at half of the fitted maximal effect; on the % scale 0 is the no-effect control and ±100 the full control effect; nearly all actives have a fitted effect of over 55% in size
Target sequence (Q14191 whole entry, looked up): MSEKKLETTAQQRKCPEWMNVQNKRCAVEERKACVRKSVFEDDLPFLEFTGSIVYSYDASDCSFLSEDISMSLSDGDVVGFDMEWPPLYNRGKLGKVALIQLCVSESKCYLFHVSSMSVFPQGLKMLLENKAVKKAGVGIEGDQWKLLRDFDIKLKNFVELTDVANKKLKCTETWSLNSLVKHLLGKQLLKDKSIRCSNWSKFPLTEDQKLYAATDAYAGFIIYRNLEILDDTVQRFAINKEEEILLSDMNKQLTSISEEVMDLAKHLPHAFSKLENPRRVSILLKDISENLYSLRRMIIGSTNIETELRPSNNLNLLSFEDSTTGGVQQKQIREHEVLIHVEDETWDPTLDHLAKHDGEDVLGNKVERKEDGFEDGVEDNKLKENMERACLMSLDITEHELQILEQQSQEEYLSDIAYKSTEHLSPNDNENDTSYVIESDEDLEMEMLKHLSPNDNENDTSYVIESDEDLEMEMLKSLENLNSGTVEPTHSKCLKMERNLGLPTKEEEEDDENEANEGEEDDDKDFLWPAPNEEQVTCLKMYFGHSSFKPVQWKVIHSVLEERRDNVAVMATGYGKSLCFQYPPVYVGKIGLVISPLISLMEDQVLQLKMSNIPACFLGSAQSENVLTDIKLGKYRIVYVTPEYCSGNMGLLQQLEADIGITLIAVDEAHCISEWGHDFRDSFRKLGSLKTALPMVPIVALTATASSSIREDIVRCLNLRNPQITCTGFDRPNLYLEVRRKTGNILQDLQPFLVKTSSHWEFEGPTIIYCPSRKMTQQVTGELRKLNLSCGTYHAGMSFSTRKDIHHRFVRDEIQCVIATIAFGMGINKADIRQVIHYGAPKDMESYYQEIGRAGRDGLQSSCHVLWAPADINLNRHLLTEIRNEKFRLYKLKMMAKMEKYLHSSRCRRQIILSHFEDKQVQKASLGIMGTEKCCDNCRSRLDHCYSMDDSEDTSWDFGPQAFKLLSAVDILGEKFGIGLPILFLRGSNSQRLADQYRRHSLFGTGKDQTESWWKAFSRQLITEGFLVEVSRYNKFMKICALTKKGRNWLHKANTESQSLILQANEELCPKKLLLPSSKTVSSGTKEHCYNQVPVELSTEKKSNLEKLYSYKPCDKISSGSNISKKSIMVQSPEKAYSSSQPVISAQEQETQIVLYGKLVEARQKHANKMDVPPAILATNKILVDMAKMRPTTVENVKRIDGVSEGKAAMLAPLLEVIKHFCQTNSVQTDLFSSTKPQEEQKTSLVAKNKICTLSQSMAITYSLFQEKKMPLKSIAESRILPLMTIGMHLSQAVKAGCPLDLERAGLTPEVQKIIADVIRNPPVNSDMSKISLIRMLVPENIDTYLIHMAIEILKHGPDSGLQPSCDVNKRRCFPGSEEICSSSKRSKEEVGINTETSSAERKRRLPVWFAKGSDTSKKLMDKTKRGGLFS
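WRN at 20 nM final preincubated with compound 15 min at room temperature; reaction started with 100 nM fluorophore/quencher forked duplex oligonucleotide and 2 mM ATP final. Unwinding followed kinetically by red fluorescence (ex 525, em 598 nm).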
FUS suppressor: qHTS for Suppressors of FUS Proteinopathy: Primary screen using FUS-linked yeast assay; S. cerevisiae FUS-expressing, growth rescue, OD600, 24 h; 390,000 tested, 0.24% active; Potency, µM (highest dose often 76.6 µM), for inactives: at the top dose growth rescue (activation), hits mostly activators;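 further: potency means the concentration at half of the fitted maximal effect; plate controls were DMSO vehicle for no effect and reference control for full effect; nearly all actives have a fitted effect of over 55% in size; some results filed as inactive show a strong effect at the top dose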
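Steps: raffinose overnight preculture; dilution to OD 0.005 in 2% galactose minimal medium; compound addition (concentration series); 24hr at 30C, 99% humidity; absorbance read at 600 nm.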
Abeta yeast res: qHTS for compounds that reverse cellular toxicity of Amyloid beta (A-beta) peptide in yeast: Primary Screen | AID 1347071, 2019 | Potency, µM (highest dose often 46.1 µM), for the others: top-dose growth rescue, hits mostly activators | yeast expressing A-beta42, growth rescue, OD600, 48 h; response scale: 0% DMSO, 100% iron-clioquinol control | 410,000 tested, 0.063% active; further: potency means the concentration at half of the fitted maximal effect; nearly all actives have a fitted effect of over 55% in size
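Yeast growth medium received pinned compounds, then yeast cells expressing toxic A-beta were added; plates incubated at 30 C for 48 hr. Growth read as absorbance at 600 nm, normalized to DMSO and equimolar FeCl3 plus clioquinol controls.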
PI5P4Ka inh: qHTS for Inhibitors of phosphatidylinositol 5-phosphate 4-kinase (PI5P4K); 330,000 tested, 1.2% active; AID 652105, 2013; max response, %; PI5P4Kalpha enzyme, ADP-Glo luminescence, 60 min; stronger effect = lower value; active means max response of -50% or lower; inconclusive means between -30% and -50%; inactive means -30% or higher; further: value at the top dose of about 77 µM; on the % scale 0 is the no-effect control and ±100 the full control effect
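Single end-point luminescence (ADP-Glo) quantified ADP from PI5P4Kalpha turnover; ATP 5 microM final, 1 h at RT, 0.1% CHAPS and 0.28 mM EGTA in HEPES pH 7.4.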
An asterisk follows results filed as active; ? = inconclusive; . = no result given; [ ] = remark or other dose. Unless noted, the call rests on the fitted dose curve; in most records, active means well fitted curve in the direction sought with a large enough effect; inconclusive means small, poorly fitted or top-dose-only effect, or another doubt; inactive means no such curve, though single readings can be large; an effect the other way counts as inactive or inconclusive.

SMILES	EPAC1 agonist	PLK1 PBD block	EPAC1 antag	IL2 activator	WRN helicase inh	FUS suppressor	Abeta yeast res	PI5P4Ka inh
Cc1ccc(NC(=O)/C(C#N)=C/c2ccc(C)s2)c(C)c1	3%	14%	7%	26	-9%	-5%	9%	9
O=C(COC(=O)c1ccccc1NC(=O)c1ccco1)Nc1ccc2c(c1)OCO2	-5%	-4%	-1%	0.1	-35%	18%	12%	-21
O=S(=O)(NCCSc1nnc(-c2ccco2)n1-c1ccccc1)c1ccccc1	14%	-5%	0%	-0.5	-6%	7%	-4%	-2
CC/C(=N\NC(=O)COc1ccc(Br)cc1)c1ccc(OC)c(OC)c1	-1%	-6%	1%	0.7	5%	12%	0%	-2
O=c1cc(C(F)(F)F)nc(SCc2cccnc2)[nH]1	0%	3%	-4%	0.3	3%	-12%	.	-2
Cc1cc(C)c(NC(=S)NC(CO)(CO)CO)c(C)c1	6%	-7%	-13%	-0.3	-16%	-7%	18%	-1
CCn1ncc([N+](=O)[O-])c1C(=O)Nc1nc2cccc(C)c2s1	-16%	-12%	-22%	1.7	-6%	-23%	4%	1
CCOC(=O)c1sc(-c2ccccc2)cc1NC(=O)Nc1ccc([N+](=O)[O-])cc1	6%	-10%	-1%	-0.7	-5%	-17%	-16%	-5
COc1cc2ccccc2cc1C(=O)Nc1ccc(Cc2ccncc2)cc1	10%	-3%	5%	0.0	0%	47%	-10%	.
Cc1ccc2oc(-c3ccccc3)nc2c1	5%	-2%	11%	-0.1	-11%	25%	-9%	7
Cc1cc([N+](=O)[O-])ccc1NC1CCCC1	15%	0%	3%	-3.2	-7%	.	-16%	4
NS(=O)(=O)c1ccc(CCNC(=O)c2ccccc2Cc2ccccc2)cc1	1%	-10%	-19%	-1.2	5%	19%	7%	5
CC(=O)OCC(=O)C1(O)CCC2C3CC(C)C4=CC(=O)C=CC4(C)C3=CCC21C (centres undefined)	-4%	-4%	-22%	-0.6	0%	25%	4%	7
COc1ccc(CN(CCCN2CCOCC2)S(=O)(=O)N(C)C)cc1OC	1%	-5%	-21%	-0.2	-23%	-4%	-12%	0
N#CCSc1nnc(C2CCCCC2)n1Cc1ccccc1	-7%	-1%	-3%	-1.8	2%	4%	19%	-1
CCOC(=O)c1c(C)[nH]c(N=Nc2ccc(C)cc2)c1C	24%	-5%	-13%	-0.3	-22%	32%	0%	.
COc1cc(OC)cc(C(=O)NNC(=O)CN2C(=O)NC(C)(c3ccc(C)cc3)C2=O)c1 (centres undefined)	6%	3%	-14%	1.2	0%	-2%	5%	5
COc1ccc(O)c(C(=O)c2cnn(-c3ccc(Cl)cc3)c2)c1	17%	-6%	4%	0.8	-10%	-17%	-20%	4
CCc1ccc2c(c1)C(c1ccc([N+](=O)[O-])cc1)=NNC(c1ccc(F)cc1)=N2	8%	-2%	-1%	-2.6	-12%	?	-4%	.
COc1ccc(S(=O)(=O)n2ccnc2)c2cccnc12	4%	-8%	-13%	-1.8	-2%	0%	2%	1

Reformatted: results already given.
SMILES | EPAC1 agonist | PLK1 PBD block | EPAC1 antag | IL2 activator | WRN helicase inh | FUS suppressor | Abeta yeast res | PI5P4Ka inh
O=c1cc(C(F)(F)F)nc(SCc2cccnc2)[nH]1 | 0% | 3% | -4% | 0.3 | 3% | -12% | . | -2
Cc1cc(C)c(NC(=S)NC(CO)(CO)CO)c(C)c1 | 6% | -7% | -13% | -0.3 | -16% | -7% | 18% | -1
CCn1ncc([N+](=O)[O-])c1C(=O)Nc1nc2cccc(C)c2s1 | -16% | -12% | -22% | 1.7 | -6% | -23% | 4% | 1
CCOC(=O)c1sc(-c2ccccc2)cc1NC(=O)Nc1ccc([N+](=O)[O-])cc1 | 6% | -10% | -1% | -0.7 | -5% | -17% | -16% | -5
COc1cc2ccccc2cc1C(=O)Nc1ccc(Cc2ccncc2)cc1 | 10% | -3% | 5% | 0.0 | 0% | 47% | -10% | .
Cc1ccc2oc(-c3ccccc3)nc2c1 | 5% | -2% | 11% | -0.1 | -11% | 25% | -9% | 7
Cc1cc([N+](=O)[O-])ccc1NC1CCCC1 | 15% | 0% | 3% | -3.2 | -7% | . | -16% | 4
NS(=O)(=O)c1ccc(CCNC(=O)c2ccccc2Cc2ccccc2)cc1 | 1% | -10% | -19% | -1.2 | 5% | 19% | 7% | 5
CC(=O)OCC(=O)C1(O)CCC2C3CC(C)C4=CC(=O)C=CC4(C)C3=CCC21C (centres undefined) | -4% | -4% | -22% | -0.6 | 0% | 25% | 4% | 7
COc1ccc(CN(CCCN2CCOCC2)S(=O)(=O)N(C)C)cc1OC | 1% | -5% | -21% | -0.2 | -23% | -4% | -12% | 0
N#CCSc1nnc(C2CCCCC2)n1Cc1ccccc1 | -7% | -1% | -3% | -1.8 | 2% | 4% | 19% | -1

Following part:
SMILES	EPAC1 agonist	PLK1 PBD block	EPAC1 antag	IL2 activator	WRN helicase inh	FUS suppressor	Abeta yeast res	PI5P4Ka inh
COc1ccccc1OCC(=O)Nc1ccccc1C(=O)NC1CC1	6%	-5%	-11%	-0.5	1%	2%	11%	2
COc1ccc(/C=C2\SC(=S)N(CC(=O)NNC(=O)c3ccncc3)C2=O)cc1	-14%	-16%	13%	-0.2	-7%[57.1 µM]	10%	-5%	2
CC(=O)NCc1ccc2[nH]c(C)cc2c1	1%	-8%	-20%	-2.1	-10%	-9%	-6%	1
CCCNC(=O)C1(C)CCCN(Cc2ccc(-c3ccccc3)o2)C1 (centres undefined)	2%	-7%	8%	-0.8	-6%	-22%	-5%	640
CCOC(=O)c1cnn2c(N)c(C#N)cnc12	-3%	-10%	-1%	-0.8	5%	-25%	-6%	1
C[C@H]1CN([C@@H](C)CO)C(=O)Cc2cc(NS(=O)(=O)c3cn(C)cn3)ccc2O[C@@H]1CN(C)C(=O)Nc1ccc(F)cc1	-10%	-13%	-11%	0.1	0%	-1%	-3%	0
NC(=O)c1cnn(-c2cc(Oc3ccccc3)ncn2)c1N	3%	-7%	3%	-1.2	-9%	25%	9%	1
CCN(CC(=O)Nc1ccccc1OC)C(=O)c1cc(-c2ccccc2)nn1-c1ccccc1	17%	-3%	2%	-4.0	-17%	?	6%	5
O=C1c2ccc(Oc3ccc([N+](=O)[O-])cc3)cc2C(=O)N1CCO	0%	3%	?	-1.5	6%	-2%	-18%	13
CCCCn1c(SCC(=O)N2c3ccccc3CCc3ccccc32)nc2c1c(=O)n(C)c(=O)n2C	3%	-6%	-3%	-0.4	11%	9%	4%	-3
COC(=O)c1ccc(CNC(=O)c2ccc(NS(=O)(=O)c3ccc4[nH]c(=O)[nH]c4c3)cc2)cc1	2%	-4%	6%	1.4	-7%	8%	4%	3
Cc1cccc(N2C(=O)/C(=C/c3cccnc3)SC2=S)c1	0%	-10%	-2%	0.0	-2%	48%	-6%	5
c1ccc(-c2nc3ccccc3o2)nc1	-4%	0%	6%	-3.5	-6%	.	7%	2
O=C(NCc1ccccc1)c1cc(S(=O)(=O)N2CCOCC2)ccc1F	0%	-4%	-7%	0.5	-3%	?	-17%	-19
CC1(C(=O)O)CCC(C(=O)NC2CCCCC2)C1(C)C (centres undefined)	3%	3%	-6%	0.3	-11%	-18%	23%	.
CN1C2CCC1CC(NC(=O)CSc1ccc(Cl)cc1)C2 (centres undefined)	-11%	-7%	-2%	0.3	4%	3%	-5%	-7
O=C(Nc1ccc2nc(-c3ccco3)c(-c3ccco3)nc2c1)N1CCCCCC1	-1%	24µM*	40µM*	5.2	13µM*	?	-9%	.
C=CCNC(=O)COC(=O)c1ccc(Sc2nncn2C)c([N+](=O)[O-])c1	3%	?	4%	3.7	1%	30%	-19%	5
COc1ccc(S(=O)(=O)N2CCN(C(=O)c3cccc(Cl)c3)CC2)cc1	2%	2%	-14%	-2.9	-6%	16%	-11%	1
Cc1cccc(-c2c3c(=O)n(C)c(=O)n(C)c3cn2C(C)C)c1	-1%	-13%	-3%	-1.4	-5%	?	-29%	.
N=C1C(c2ccccc2)=C(O)CN1NC(=O)c1ccc(Cl)cc1	10%	-2%	-7%	-0.4	-9%	22%	2%	-2
Cn1nnc(NCc2cc(Br)ccc2OCc2cccs2)n1	17%	-5%	-3%	-1.1	-8%	28%	8%	.
Cc1ccc(N=C2NC(=O)/C(=C/c3cccnc3)S2)cc1C	7%	-7%	-12%	-0.2	?	-8%	12%	?
O=C(Nn1cnc2ccccc2c1=O)c1c(F)cccc1F	0%	-13%	3%	-0.7	-9%	-37%	-17%	-2
COc1cccc(C(=O)CC(C(=O)O)c2ccc(Cl)cc2)c1 (centres undefined)	16%	-8%	12%	-1.9	-4%	-16%	14%	2
O=C(c1ccc(F)cc1)C1CCN(C(=O)N2CCOCC2)CC1	4%	-2%	-3%	4.1	-3%	8%	12%	.
CCOc1ccc(/C=N/Nc2ccccc2)cc1	5%	0%	-16%	0.6	4%	-16%	15%	4
CCOc1ccccc1NC(=O)c1cc(C(=O)c2cc(OC)ccc2O)coc1=N	2%	8%	-14%	1.3	1%	.	16%	-6
CCn1c(SCC(=O)NNC(=S)Nc2ccc(C)cc2)nnc1-c1ccc(Cl)cc1	-14%	-2%	-1%	0.6	-26%	.	8%	10
COc1ccc(Cl)cc1C=CC=Nc1ccc(S(N)(=O)=O)cc1	12%	-5%	-12%	-4.5	-11%	.	-10%	-15
CCOC1=C2CN(S(=O)(=O)c3ccc(C)cc3)[C@H](c3cccs3)C[C@H]2n2c(=O)n(-c3ccccc3)c(=O)n2C1	-2%	1%	-18%	-0.4	-3%	36%	-4%	4
CC1(C)C2CCC1(C)C(OC(=O)c1ccc(O)cc1)C2 (centres undefined)	-6%	3%	-9%	0.5	-10%	-6%	-88%[inhibitor]	10
COc1ccc(OC)c(NC(=O)C2(C)CCN2Cc2ccc(SC)cc2)c1 (centres undefined)	4%	1%	-18%	-0.7	-3%	-19%	-1%	18
